BAZ2B inh – BAZ2B (human) inhibition. Q9UIF8. AlphaScreen BAZ2B-H3K14Ac peptide displacement. Potency, µM (series often up to 114 µM), for inactives: at the top dose activity change, negative = inhibition, actives largely listed as inhibitors. actives 4.4% (n = 360,000); further: on the % scale 0 is the no-effect control and ±100 the full control effect; nearly all actives have a fitted effect of over 60% in size
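Complex of BAZ2B and biotin-H3K14Ac (50 nM apiece) forms over 30 min at RT, then faces library compounds up to 110 uM for another 30 min; AlphaScreen beads added, 20 min dark incubation, luminescence read.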
APEX1 inh – inhibitors of human APE1 endonuclease; P27695; recombinant APE1, TAMRA/BHQ-2 abasic DNA cleavage fluorescence; Potency, µM (titrated, usually from 65.8 µM), inactives show at the top dose activity change, negative = inhibition, actives largely listed as inhibitors; actives 0.35% (n = 350,000); AID 2517;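 further: plate controls were vehicle for no effect and reference inhibitor for full effect; nearly all actives have a fitted effect of over 55% in size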
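Substrate: short duplex with […] THF abasic site, 5'-TAMRA and 3'-BHQ-2, 50 nM final. APE1 at 0.75 nM, preincubated 15 min RT with compound. Fluorescence increase from first to third read measured activity.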
POLH inh – inhibitors of human DNA polymerase eta; Q9Y253; actives 1.2% (n = 390,000); recombinant Pol eta, fluorescent DNA replication assay; AID 588591; Potency, µM (doses to about 114 µM), for the others: at the top dose activity change, negative = inhibition, actives largely listed as inhibitors; further: on the % scale 0 is the no-effect control and ±100 the full control effect
Target sequence (Q9Y253 whole entry, looked up): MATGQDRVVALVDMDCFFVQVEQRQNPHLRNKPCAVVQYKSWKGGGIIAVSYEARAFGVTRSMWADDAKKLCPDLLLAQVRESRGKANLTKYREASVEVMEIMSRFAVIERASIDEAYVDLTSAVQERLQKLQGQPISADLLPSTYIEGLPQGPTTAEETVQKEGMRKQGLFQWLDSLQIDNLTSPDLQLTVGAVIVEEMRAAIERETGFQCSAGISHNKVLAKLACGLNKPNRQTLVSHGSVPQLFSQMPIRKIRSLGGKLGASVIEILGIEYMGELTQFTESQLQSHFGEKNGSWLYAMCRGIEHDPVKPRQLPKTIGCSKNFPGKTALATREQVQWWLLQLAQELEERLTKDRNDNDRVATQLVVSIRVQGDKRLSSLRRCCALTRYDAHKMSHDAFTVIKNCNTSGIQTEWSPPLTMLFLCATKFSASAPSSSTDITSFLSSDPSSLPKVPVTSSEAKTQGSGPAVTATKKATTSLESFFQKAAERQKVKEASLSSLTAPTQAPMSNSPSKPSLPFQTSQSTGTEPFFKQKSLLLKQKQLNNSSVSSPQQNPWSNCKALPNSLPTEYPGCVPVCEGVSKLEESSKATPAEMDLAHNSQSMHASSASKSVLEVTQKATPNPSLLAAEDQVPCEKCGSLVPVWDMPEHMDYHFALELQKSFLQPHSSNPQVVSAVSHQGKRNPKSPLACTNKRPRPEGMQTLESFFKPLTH
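Fluorescent replication assay: 50 nM final substrate added after a 15 min room-temperature compound preincubation with 10 nM enzyme. Signal taken at 0 min and again at 10 min.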
POLK inh – blocks human DNA polymerase kappa activity; Q9UBT6; purified Pol kappa, fluorescent DNA synthesis assay, 10 min; Potency, µM (doses to about 107 µM), for the others: at the top dose activity, negative = inhibition, most hits filed as inhibitors; actives 0.53% (n = 400,000); AID 588579; further: on the % scale 0 is the no-effect control and ±100 the full control effect
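Kinetic fluorescence readout at 0 and 10 min followed reaction start with substrate at 50 nM final. Beforehand, enzyme (10 nM Pol kappa) stood 15 min with compound at room temperature; buffer-only wells were negative controls.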
Pol iota inh – inhibitors of human DNA polymerase iota; Q9UNA4; Pol iota fluorescent replication assay, 10 min; Potency, µM (highest dose often 115 µM), for the others: at the highest dose activity, negative = inhibition, usual class: inhibitors; actives 1% (n = 390,000); AID 588590
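Fluorescent replication assay read twice, at 0 min and 10 min after adding 50 nM (final) substrate. Enzyme (10 nM) and compounds were first incubated 15 min at room temperature; enzyme-free buffer wells were negative controls.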
BLM inh – blocks DNA unwinding by human BLM helicase. recombinant BLM DNA unwinding, fluorescence dequenching. P54132. Potency, µM (top dose mostly 56.1 µM), without a hit: top-dose activity change, negative = inhibition, hits mostly inhibitors. actives 0.2% (n = 350,000);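 further: plate controls were vehicle for no effect and no enzyme for full effect; nearly all actives have a fitted effect of over 35% in size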
G9a block – inhibitors of human histone lysine methyltransferase G9a; Potency, µM (doses to about 102 µM), for the others: at the top dose activity, negative = inhibition, most hits filed as inhibitors; G9a H3K9 monomethylation, AlphaScreen, 2 h; actives 8.8% (n = 350,000); AID 504332; further: on the % scale 0 is the no-effect control and ±100 the full control effect; nearly all actives have a fitted effect of over 75% in size
Target sequence (Q96KQ7 913-1193 limits assumed): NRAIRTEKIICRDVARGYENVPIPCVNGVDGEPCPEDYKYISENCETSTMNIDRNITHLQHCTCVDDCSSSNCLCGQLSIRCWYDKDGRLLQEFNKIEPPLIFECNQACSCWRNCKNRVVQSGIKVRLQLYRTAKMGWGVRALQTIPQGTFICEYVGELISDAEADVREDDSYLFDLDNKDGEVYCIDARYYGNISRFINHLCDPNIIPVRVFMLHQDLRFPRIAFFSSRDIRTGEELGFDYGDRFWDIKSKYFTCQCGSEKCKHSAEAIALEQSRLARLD
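Quantitative HTS format: methyltransferase activity on a biotin-tagged H3K9 peptide is measured by AlphaScreen, using a rabbit anti-monomethyl-H3K9 antibody with streptavidin donor and anti-IgG acceptor beads. Final levels are 20 nM enzyme, 500 nM peptide, 20 uM SAM; 2 h RT.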
JMJD2A Tudor inh – blocks the human JMJD2A Tudor domain; actives 4.4% (n = 390,000); Potency, µM (doses to about 114 µM), inactives show top-dose activity change, negative = inhibition, usual class: inhibitors; AlphaScreen JMJD2A-Tudor / H3K4me3 peptide binding; O75164; further: on the % scale 0 is the no-effect control and ±100 the full control effect; nearly all actives have a fitted effect of over 50% in size
POLB inh – blocks human DNA polymerase beta activity; P06746; Pol beta primer extension/strand displacement, fluorescence kinetic; Potency, µM (highest dose often 114 µM), without a hit: top-dose activity change, negative = inhibition, most hits filed as inhibitors; actives 1.3% (n = 340,000); AID 485314; further: on the % scale 0 is the no-effect control and ±100 the full control effect
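Values derive from four-parameter Hill fits of normalized kinetic data: reads at 0 and 10 min following addition of 50 nM substrate to 10 nM Pol beta preincubated 15 min with compound.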
Numbers without * were called inactive; ? = inconclusive; . = not tested or not shown; [ ] = another dose, or the depositor's remark. The call rests on the fitted dose curve; in most records, active means well fitted curve in the direction sought with a large enough effect; inconclusive means small, poorly fitted or top-dose-only effect, or another doubt; inactive means no such curve, though single readings can be large; an effect the other way counts as inactive or inconclusive. Potency means the concentration at half of the fitted maximal effect. These rows are one share of the data; count on the stated rates, not on these rows.

SMILES | BAZ2B inh | APEX1 inh | POLH inh | POLK inh | Pol iota inh | BLM inh | G9a block | JMJD2A Tudor inh | POLB inh
CCOc1ccc(/C=C2\SC(=S)N(C(C(=O)O)c3ccccc3)C2=O)cc1OC (stereo not given) | ? | ? | 79µM* | -10% | ? | 4% | ? | -29% | -16%
O=C1C2C3C=CC(C2C(=O)N1c1cccc(O)c1)C1C2C(=O)N(c4cccc(O)c4)C(=O)C2C31 (stereo not given) | ? | 0% | -27% | ? | -28% | -2% | ? | -29% | 2%
Cc1cc(C(F)F)n2nc(C(=O)Nc3ccccc3F)nc2n1 | -6% | -6% | -18% | -21% | -2% | -1% | 11%[59 µM] | -10% | -13%
COc1cc(C(=O)Nc2c(C)cc(C)cc2C)c([N+](=O)[O-])cc1OC | 6% | 5% | -11% | -4% | 34%[activator] | 2% | -3%[59 µM] | -10% | 4%
CCOc1ccccc1NC(=O)c1oc2ccccc2c1NC(=O)C1CCCO1 (stereo not given) | 14% | -3% | -13% | -18% | 64%[activator] | -8% | 27% | -2% | 6%
COC(=O)c1cc(NC(=O)COC(=O)C2COc3ccccc3O2)cc(C(=O)OC)c1 (stereo not given) | . | -24% | -12% | 7% | -3% | . | . | -4% | .
Cn1c(CSc2nc3ccccc3s2)nnc1SCC(=O)NCc1ccccn1 | 27% | 4% | -13% | -3% | 7% | -4% | -23%[59 µM] | -3%[11.4 µM] | 7%
O=C(CSCc1ccc(F)cc1)N1CCc2c([nH]c3ccccc23)C1c1ccc(Cl)cc1 (stereo not given) | -22% | . | 12% | -3%[60.1 µM] | -4% | -7% | -29%[59 µM] | -32% | 2%
COc1ccc(C(=O)Nc2cc(OC)nc(OC)n2)cc1 | -3% | 0% | 5% | -3% | 1% | -6% | 16%[59 µM] | 3% | 34%
COc1ccc(C(=O)c2ccc(OC)c(N)c2)cc1N | ? | 6% | -1% | -13% | 13% | -6% | ? | 12% | -3%
CC(=C/c1ccccc1)/C=N/Nc1nc(N2CCCCC2)nc(N2CCCCC2)n1 | 1% | 26% | 4% | 0% | 24% | 2% | 45%[activator][59 µM] | 0% | 24%
CCOC(=O)N1CCN(S(=O)(=O)N2CCCC(C(=O)NCCCN3CCCCC3)C2)CC1 (stereo not given) | -8% | 29% | -6% | -1% | 22% | 0% | -6% | -6% | -1%
CC(C)N(C)CCOC(=O)c1ccc2c(c1)OCCO2 | -3% | 19% | -11% | 3% | 20% | -4% | -20%[59 µM] | -21% | 29%
O=C1CCCc2c1cc(C(=O)O)c(=O)n2-c1ccccc1 | -11% | 12% | -11% | -5% | 70%[activator] | -4% | . | -13% | 34%
CC(SC(=S)N1CCCC1)C(=O)O (stereo not given) | ? | 1% | -20% | -10% | 36%[activator] | -1% | -2% | 16% | 1%
COc1ccc(-n2nnc(-c3nc(-c4cccs4)no3)c2N)cc1 | -4% | . | -15% | -3% | 4% | -8% | 3%[59 µM] | -32% | 42%
CCOC(=O)N1CCN(c2cc(C)nc3nc(C)nn23)CC1 | -1% | -4% | -22% | -4% | 24% | 6% | -15%[59 µM] | -11% | 1%
Cc1nn(-c2nc3ccccc3[nH]2)c(N)c1-c1ccc(Cl)cc1 | -13% | -9% | -7% | -12% | 29% | -16% | . | -34% | 18%
COc1cc(CNc2nc(C)c([N+](=O)[O-])c(C)c2C#N)cc(OC)c1 | -25% | -4% | -11% | -17% | 1% | 1% | -2%[59 µM] | -17% | ?
COc1ccc(C2CC(=O)N(Cc3ccccc3C)c3c2c(C)nn3-c2nc(C)cc(C)n2)c(OC)c1 (stereo not given) | -19% | . | -2% | 4% | 19% | -3% | -2%[59 µM] | -13% | 0%
CN(C)CCCNC1=CC(=O)OC12CCCCC2 | -2% | 2% | -11% | 2% | 3% | 1% | -10%[59 µM] | 7% | -20%
CC(=O)Nc1ccc(/C(C)=N\NC(=O)c2ccc(-c3ccccc3)cc2)cc1 | -15% | 4% | . | . | . | -5% | . | . | 40µM*
Clc1ccc(-c2cn3cccnc3n2)cc1Cl | 7% | 0% | 5% | -7% | 1% | -1% | -50%[59 µM] | -23% | -24%
Cc1cc(NC(=O)c2cccc(N3C(=O)CCC3=O)c2)no1 | -1% | -5% | -16% | -8% | -17% | 3% | 13% | -17% | 5%
O=C(NC1CCCC1)C(c1ccccn1)N(C(=O)c1csnn1)c1ccccc1F (stereo not given) | 1% | -2% | -18% | -3% | 57%[activator] | 4% | 4% | -17% | 35%
CC(C)(C)NC(=O)CSc1nc(-c2ccc(F)cc2)cs1 | -3% | -5% | 2% | -27% | 138%[activator] | 0% | -19% | 4% | -1%
CC(C)c1ccc(OCC(=O)N(c2ccccn2)C2CCCCC2)cc1 | 48%[activator] | 2% | -28% | -6% | -11% | -15% | 40%[activator] | 8% | -26%
COC(=O)CN=Cc1c(O)n(-c2ccc(Cl)cn2)c(=O)c2ccccc12 | -1% | 3% | -17% | 2% | 87%[activator] | -3% | -2% | -12% | -1%
COc1ccc2c(c1)c1c(c(=O)n(CCc3ccccc3)c(=O)n1Cc1ccc(Cl)cc1)n2C | -2% | . | -12% | 9% | 16% | -3% | 5%[59 µM] | 11% | 29%
Cc1ccccc1OCC(=O)N/N=C/c1c(C)nn(-c2ccccc2)c1Cl | -28% | 0% | -12% | 1%[60.1 µM] | 65%[activator] | -2% | 1%[59 µM] | 5% | 2%

Filtered by structure: those above with fluorine (4)
SMILES | BAZ2B inh | APEX1 inh | POLH inh | POLK inh | Pol iota inh | BLM inh | G9a block | JMJD2A Tudor inh | POLB inh
Cc1cc(C(F)F)n2nc(C(=O)Nc3ccccc3F)nc2n1 | -6% | -6% | -18% | -21% | -2% | -1% | 11%[59 µM] | -10% | -13%
O=C(CSCc1ccc(F)cc1)N1CCc2c([nH]c3ccccc23)C1c1ccc(Cl)cc1 (stereo not given) | -22% | . | 12% | -3%[60.1 µM] | -4% | -7% | -29%[59 µM] | -32% | 2%
O=C(NC1CCCC1)C(c1ccccn1)N(C(=O)c1csnn1)c1ccccc1F (stereo not given) | 1% | -2% | -18% | -3% | 57%[activator] | 4% | 4% | -17% | 35%
CC(C)(C)NC(=O)CSc1nc(-c2ccc(F)cc2)cs1 | -3% | -5% | 2% | -27% | 138%[activator] | 0% | -19% | 4% | -1%

Following part.
SMILES | BAZ2B inh | APEX1 inh | POLH inh | POLK inh | Pol iota inh | BLM inh | G9a block | JMJD2A Tudor inh | POLB inh
CCOC(=O)C1=C(N)Oc2cc(O)ccc2C1c1cccc(Cl)c1 (stereo not given) | ? | 41% | -18% | -14% | 128%[activator] | -12% | 3% | ? | 2%
CCOc1ccccc1C1CC(c2cccs2)=NN1S(C)(=O)=O (stereo not given) | -17% | -2% | -21% | -4% | 37%[activator] | -6% | 18%[12.7 µM] | -3% | 9%
O=C(NCCC1=CCCCC1)C1CCN(c2nnc(-n3cccc3)s2)CC1 | -7% | 9% | -2% | -12% | ? | -9% | 5%[59 µM] | -25% | -26%
Cc1cc(O)ccc1Nc1nc(-c2cccnc2)cs1 | ? | -10% | -18% | -4% | -1% | -3% | . | -18% | 65%
Cc1cc(C(=O)NNC(=O)C(C)NS(=O)(=O)c2ccccc2F)c(C)o1 (stereo not given) | . | 2% | -8% | -15% | 9% | . | . | -5% | .
CCc1ccc(NC(=O)Cn2c3ncccc3c(=O)n2-c2ccc(C)c(C)c2)cc1 | 0% | . | -16% | 2% | 1% | -2% | -2%[59 µM] | -4% | 0%
COc1cc2sc(C)nc2cc1C | -8% | 5% | -13% | 4% | 67%[activator] | -1% | 11% | 10% | 15%
COC(=O)c1cc2oc(C)cc2n1Cc1cc(C)ccc1C | -32% | . | -22% | 5% | 24% | -5% | ? | -29% | 3%
O=c1[nH]c(SCc2ccccc2)nc2c1sc1ccccc12 | -4% | ? | 0% | -2% | 71%[activator] | 1% | 50µM* | -13%[57.1 µM] | -4%
CCN(C(=O)C1CCN(S(=O)(=O)c2ccc3c(c2)CCCN3C(C)=O)CC1)c1cccc(C)c1 | 0% | . | -15% | -1%[60.1 µM] | 20% | -1% | 6%[59 µM] | -4% | 18%

Looked up above:
COC(=O)c1cc(NC(=O)COC(=O)C2COc3ccccc3O2)cc(C(=O)OC)c1 (stereo not given) in JMJD2A Tudor inh = -4%
CC(C)(C)NC(=O)CSc1nc(-c2ccc(F)cc2)cs1 in POLB inh = -1%

More compounds follow:
SMILES | BAZ2B inh | APEX1 inh | POLH inh | POLK inh | Pol iota inh | BLM inh | G9a block | JMJD2A Tudor inh | POLB inh
Cc1csc(=S)n1-c1ccccc1 | 5% | 0% | -16% | -5% | 8% | -3% | 14% | -15% | 24%
CCc1ccc(-c2nc(C(N)=O)c3[nH]c(=O)n(-c4ccccc4OC)c3n2)cc1 | -11% | 5% | -5% | -5% | -27% | -5% | ? | -24% | -14%
COc1ccc(NC(=O)Cn2c(=O)n(CCC(=O)NCCc3ccc(OC)c(OC)c3)c(=O)c3ccccc32)cc1Cl | 2% | . | -9% | 1% | 11% | -7% | 5%[59 µM] | 4% | 6%
COc1ccc2cc(C#N)c(Nc3cccc(F)c3)nc2c1 | 0% | 6% | -5% | -13% | 132%[activator] | 1% | 3% | -5% | 0%
Cn1c(=O)c2c(nc(OC3CCCC3)n2C)n(C)c1=O | . | . | -16% | -13% | 22% | . | . | -9% | .
O=c1oc2ccccc2c(=O)c2ccccc12 | . | . | -15% | 7% | 14% | . | . | 4% | .
O=C(O/N=C(\c1ccccc1)c1ccccn1)c1ccc(Cl)c(Cl)c1 | 0% | 2% | 2% | -11% | 6% | -5% | 3.5µM* | -17% | 0%
O=C(NCC1CCCO1)c1cccc(S(=O)(=O)Nc2ccc(F)cc2)c1 (stereo not given) | -1% | 28% | -9% | 1% | 40%[activator] | . | 6%[12.7 µM] | 1% | .
O=c1c(Cl)c(NCCO)ncn1-c1ccccc1 | 1% | 4% | -2% | -2% | 13% | 5% | 21%[59 µM] | -5% | -1%
CCC(C)(C)NC(=O)/C=C/c1cnc2ccccc2n1 | 5% | 17% | -12% | 7% | 1% | 0% | ? | -8% | 37%
CN(C(=O)COC(=O)CNC(=O)c1ccccc1Cl)c1ccccc1 | -19% | 5% | -18% | 1% | 173%[activator] | -3% | -1% | -3% | 11%

Bioassay records (PubChem)
